EP2 modulator – modulates human prostaglandin E2 receptor EP2 signaling. EP2-expressing cells, cAMP HTRF FRET, PGE2 co-stimulation. P43116. induction, % at 25 µM. 260,000 compounds, 0.83% hits;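 active = compounds whose cAMP rise, as percent of the full-agonist control response, exceeds 60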;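 also: rat C6 glioma line stably carrying human EP2 under a CMV promoter; the protocol text gives 20 µM as final concentration; 100% = response of wells given 1 µM PGE2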
Target sequence (P43116 whole entry, looked up): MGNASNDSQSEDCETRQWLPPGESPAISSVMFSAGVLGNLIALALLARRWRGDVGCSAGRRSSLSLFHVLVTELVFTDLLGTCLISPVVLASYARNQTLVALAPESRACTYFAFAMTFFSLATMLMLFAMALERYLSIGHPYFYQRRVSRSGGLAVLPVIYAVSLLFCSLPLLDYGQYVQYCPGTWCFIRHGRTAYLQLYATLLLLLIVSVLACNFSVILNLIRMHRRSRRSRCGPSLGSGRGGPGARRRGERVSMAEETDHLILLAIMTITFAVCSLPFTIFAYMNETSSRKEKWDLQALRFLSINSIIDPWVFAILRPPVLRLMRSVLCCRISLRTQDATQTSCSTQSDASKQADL
NPY-Y2 PAM-ag – potentiates or activates human NPY-Y2 receptor | 220,000 compounds, 0.45% hits | P49146 | activation, % at 3.6 µM | AID 1359 | cells expressing NPY-Y2, potentiator/agonist read-out; in the data active = activation above about 27%;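 also: cells stimulated with NPY near EC25 plus isoproterenol at EC100; 0% = vehicle plus submaximal agonist and 100% = vehicle plus saturating agonist; some results beyond the cut were filed as inactive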
NPY-Y1 antag – blocks the human neuropeptide Y Y1 receptor | HEK293-CNG Y1 cells, membrane potential fluorescence; NPY at EC95, then isoproterenol | inhibition, % at 3.6 µM | 200,000 compounds, 1% hits | AID 1040;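 active = inhibition above the campaign mean inhibition of all tested compounds plus 3 SD, cut at about 20% in these data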;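 also: 0% = DMSO wells given NPY plus isoproterenol and 100% = isoproterenol alone without NPY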
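Material: HEK293 Y1/CNG channel cell line; also added: NPY (25 nM), isoproterenol (1 µM), Ro 20-1724 (25 µM); doses: one concentration, 3.6 µM, in 0.4% DMSO; schedule: compound incubation 1 h at room temperature, readout 45 min post-stimulation; technique: membrane potential fluorescence; measure: fluorescence ratio normalized to % inhibition between controls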
CHOP inhibitor – blocks CHOP induction under ER stress | AID 2732 | inhibition, % at 10 µM | CHO-K1 CHOP-promoter luciferase, tunicamycin-induced, 15-18 h | 220,000 compounds, 3.8% hits;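 active = compounds that reduced the stress-induced luciferase reporter signal by more than about 70% of percent inhibition, limit read from the data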;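 also: 0% = tunicamycin plus vehicle and 100% = wells without tunicamycin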
NPY1 pot ag – potentiators or agonists of human neuropeptide Y receptor Y1; NPY-Y1 expressing cells, potentiator/agonist activation; activation, % at 3.6 µM; 220,000 compounds, 0.37% hits; AID 1304; in the data active = activation above about 33%, passing the limit was not always enough;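 also: cells stimulated with NPY at EC10 then isoproterenol at EC100; 0% = low agonist plus stimulus and 100% = saturating agonist plus stimulus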
TRPML3 ag – human mucolipin-3 channel agonism. activation, % at 3 µM. AID 1448. Q8TDD5. HEK293 TRPML3-YFP, Fluo-8 calcium fluorescence; 100% = the carbachol control signal. 220,000 compounds, 0.29% hits;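 active = activation above its plate's cutoff, the mean activation of the plate's test wells plus 3 SD, cut at about 12% in these data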;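 also: 0% = DMSO only wells and 100% = carbachol wells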
Target sequence (Q8TDD5 whole entry, looked up): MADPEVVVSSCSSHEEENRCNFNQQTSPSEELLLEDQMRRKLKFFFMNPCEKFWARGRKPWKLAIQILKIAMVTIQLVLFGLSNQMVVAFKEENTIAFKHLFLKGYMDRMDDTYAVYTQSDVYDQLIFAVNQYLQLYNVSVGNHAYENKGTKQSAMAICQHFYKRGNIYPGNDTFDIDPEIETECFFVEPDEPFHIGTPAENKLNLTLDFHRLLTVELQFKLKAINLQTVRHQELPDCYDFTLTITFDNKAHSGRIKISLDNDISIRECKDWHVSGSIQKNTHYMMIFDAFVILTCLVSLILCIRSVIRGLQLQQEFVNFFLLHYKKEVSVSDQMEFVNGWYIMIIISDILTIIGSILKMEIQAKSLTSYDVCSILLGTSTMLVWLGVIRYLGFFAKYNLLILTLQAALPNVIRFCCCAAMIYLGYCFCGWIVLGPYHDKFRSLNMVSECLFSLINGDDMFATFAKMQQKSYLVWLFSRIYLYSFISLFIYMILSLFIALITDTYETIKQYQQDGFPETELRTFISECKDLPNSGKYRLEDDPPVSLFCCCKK
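Material: TRPML3-YFP stable HEK293 cells | Dosing: One concentration, 3 µM nominal, 0.3% DMSO | Timing: 125 s total fluorescence read per well | Technique: Fluo-8 calcium dye fluorescence, ex 470-495, em 515-575 nm | Measure: Percent activation from peak-to-basal fluorescence ratio, scaled between DMSO and carbachol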
TRPN1 ag – activates the zebrafish TRPN1 channel; activation, % at 3 µM; 220,000 compounds, 0.18% hits; AID 1424; HEK293 zebrafish TRPN1-YFP, Fluo-8 calcium fluorescence; 100% = response to 87 µM carbachol;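 active = activation above its plate's cutoff, the mean activation of test wells on that plate plus 3 SD, cut at about 19% in these data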;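 also: 0% = DMSO alone and 100% = 87 µM carbachol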
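Assay system: Zebrafish TRPN1-YFP in HEK293 cells | Incubation: Dye loading 1 h at 37 °C, then 30 min room temperature | Measured by: Kinetic Fluo-8 fluorescence, ex 470-495, em 515-575 nm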
S1P4 antag – human S1P4 receptor antagonism. O95977. S1P4-expressing cells, antagonist mode, reporter read-out. inhibition, % at 4.98 µM. 220,000 compounds, 0.26% hits; in the data active = inhibition above about 29%;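 also: 0% = wells stimulated with agonist and 100% = vehicle wells without agonist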
S1P4 agonist – activates the human S1P4 receptor; 220,000 compounds, 0.35% hits; O95977; S1P4-expressing cell line, agonist reporter assay; activation, % at 4.98 µM; in the data active = activation above about 11%;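 also: 0% = DMSO vehicle and 100% = reference agonist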
An asterisk follows results filed as active; x = no result given; & = joins results of further samples.

mol,EP2 modulator,NPY-Y2 PAM-ag,NPY-Y1 antag,CHOP inhibitor,NPY1 pot ag,TRPML3 ag,TRPN1 ag,S1P4 antag,S1P4 agonist
COc1cccc(OC)c1NC(=O)C1CCCN1C(=O)NCc1ccccc1 (stereo not drawn),-2&-24,3,4,-1,-9,0.2,-0.4,-16,2.9
COCC(=O)Nc1cc(C(=O)Nc2cccc(C)c2C)ccc1Cl,-6,-19,1,18,-13,0.3,-0.6,-4,-0.1
Cc1ccc(-c2ccc(S(=O)(=O)N3CCCC3)cc2)cc1,20,8,2,15,9,1.3,0.1,-14,-0.2
COC(=O)CCc1sc(Nc2ccccc2)nc1-c1ccc(OC)cc1,20,11,1,32,16,0.0,-1.1,-5,-0.5
CCOC(=O)N1CCC2(CC1)C(C#N)=C(N)Oc1c2c(C)nn1-c1cccc(Cl)c1,3,-2,-3,8,-10,0.0,2.3,23,0.1
CCS(=O)(=O)c1ccc2oc(SCC(=O)Nc3ccc(OC)cc3OC)nc2c1,24,8,-1,24,6,1.1,-0.3,-4,0.4
COc1ccccc1CN1CCN(C(=O)c2ccncc2)CC1,-36,-5,6,2,-26,1.2,-0.8,-1,-0.2
CCOc1ccc(OCc2ccc(C(=O)N(CC)CC)cc2)cc1,-42,13,-1,6,-2,1.8,5.5,-6,-0.2
CC(C)n1c(=S)[nH]c2cc(C(F)(F)F)ccc21,-18,-1,x,23,-6,0.5,1.6,8,1.4
CC(C)OCCCNc1ncnc2c1[nH]c1ccc(F)cc12,-70,10,5,x,4,8.3,12,-15,-1.3
O=C(Nc1ccn(Cc2ccccc2F)n1)c1ccc(COc2cccc(Br)c2)cc1,-32,-9,13,10,-3,1.9,1.3,-7,-1.4
COc1cc2c(cc1OC)C(c1ccccc1N)=NCC2,-19,-5,x,3,9,0.4,1.1,4,1.0
COCCNC(=O)C(c1cccc(OC)c1)N(Cc1cccs1)C(=O)Cn1nnc2ccccc21 (stereo not drawn),-5,-5,2,-11,14,-0.3,0.0,1,0.5
O=C(COC(=O)c1cncc(Br)c1)NCc1ccc(F)cc1,-4,-6,5,6,-7,1.2,1.0,-17,1.2
Cc1ccc(CN(C)C(=O)C2CCCN2C(=O)c2cccs2)o1 (stereo not drawn),14,1,1,-12,-13,0.3,-0.1,-6,-0.7
CCOC(=O)/C(=N\Nc1ccc(Cl)cc1)Sc1nnc(-c2ccc(OC)cc2)n1C,10,-2,2,11,-4,0.1,0.7,-16,0.6
CN(/N=C/c1cccnc1)c1cnc2ccccc2n1,-51,-8,1,21,12,-0.2,-0.8,11,0.5
Cc1c(C(=O)N2CCC(C)CC2)sc2ncnc(N(C)c3ccccc3)c12,1,-6,10,27,-16,0.9,0.7,-5,-2.7
CS(=O)(=O)N(CC(=O)N1CCCCC1)Cc1ccc(Cl)cc1,12,-13,-1,40,-10,0.5,-0.5,-31,-0.8
CNC(=O)/C(C#N)=C/c1ccc(-c2ccccc2[N+](=O)[O-])o1,-17,6,2,38,11,-0.3,0.4,-12,0.9
O=C(Nc1nc(-c2ccc(Cl)s2)cs1)c1cccs1,-15,-15,2,62,-3,0.3,-1.1,-10,0.4
CC(=O)Nc1ccc(OCC(=O)NCCc2ccc(Cl)cc2)cc1,-6,12,5,15,-14,0.3,0.4,-14,-0.7
CCN1CCN(S(=O)(=O)c2ccc(Cl)c(C(=O)Nc3nnc(CC(C)C)s3)c2)CC1,4,-6,1,10,3,1.2,1.1,-4,0.2
CCCCNc1c2c3c(cccc3n(C)c1=O)C(=O)c1ccccc1-2,59,12,3,82*,-4,46*,81*,18,2.2
O=C(Nc1ccc(N2CCOCC2)cc1)C1CCCCC1,36,-9,0,-1,-21,0.8,-0.2,-13,-2.4
CCC(C)(C(=O)NC1CCCCC1)N(Cc1ccco1)C(=O)c1cnccn1 (stereo not drawn),26,-17,11,39,-15,0.4,0.4,11,1.0
CCOC(=O)c1c(NC(=O)C[n+]2ccc(Cc3ccccc3)cc2)sc(C)c1C,-34,-4,5,-4,-5,0.2,-2.2,-12,1.7
CCOc1ccc2nc(NC(NC(=O)CC)(C(=O)OC)C(F)(F)F)sc2c1 (stereo not drawn),-17,16,-2,-22,-12,-1.2,1.3,-16,-0.6
Cc1ccc(SCC(=O)N=C2NC(=O)CS2)cc1,21,-24,23*,6,-21,0.8,0.6,3,1.1
Cc1cccc2cc(C#N)c(NCCNC(=S)NCCCN3CCOCC3)nc12,-34&-28,-2,-5,14,4,0.1,1.4,-5,0.6
O=C(N/N=C/c1ccccc1OC(F)F)c1cc(-c2ccncc2)nc2ccccc12,-10,5,9,-16,-6,0.5,0.2,-11,1.5
CS(=O)(=O)c1ccc(Sc2nc3ccccc3[nH]2)c([N+](=O)[O-])c1,-9,15,2,14,-14,0.0,0.6,-1,-0.9
CCCn1c(C)cc(C(=O)COC(=O)CN=C2NS(=O)(=O)c3ccccc32)c1C,11,9,-1,8,13,0.8,1.0,-14,-0.8
COC(=O)NCN1C(=O)C2C3C=CC(C3)C2C1=O (stereo not drawn),-27,-5,-3,-4,-2,1.4,1.1,-10,-1.6
O=C(O)/C=C/C(=O)Nc1cccc(C(F)(F)F)c1,20,-7,4,3,-17,0.8,0.1,-4,-1.4
Cc1ccccc1OCC(=O)N/N=C/C=C/c1ccccc1,-44,-7,1,20,-9,0.5,0.5,1,0.4
COc1ccc(C2=NOC(C(=O)NCc3ccccn3)C2)cc1 (stereo not drawn),-13,0,3,10,-1,1.0,-0.5,11,0.7
CN1CCN(C(=O)c2c(O)c3cccc4c3n(c2=O)CCC4)CC1,-3,2,-1,-1,13,-0.3,0.3,3,0.6
Cc1ccc(NC(=S)NC(NC(=O)Cc2cccc3ccccc23)C(Cl)(Cl)Cl)cc1 (stereo not drawn),-28,-7,-6,110*,0,0.8,0.1,-8,2.4
COc1ccc(-c2ccc(S(=O)(=O)N3CCCC3)cc2)cc1,-22,-16,6,-1,-19,1.8,-0.2,5,1.2
O=[N+]([O-])c1nn(-c2ccc3c(c2)OCCO3)n(O)c1=NC1CCCCC1,-9,-9,0,87*,-17,0.3,0.3,-12,-6.0
CC(C)(C)c1ccc(-c2nnc(SC3CCOC3=O)n2Cc2ccccc2)cc1 (stereo not drawn),44,-3,9,37,0,0.9,-1.8,-9,0.2
COc1ccc(-c2cc3nc(-c4ccccc4)cc(N4CCCC(O)C4)n3n2)cc1 (stereo not drawn),25,-7,8,33,2,0.5,0.3,-14,-0.7
CCN(CC)S(=O)(=O)c1ccc(OC)c(N)c1,26,-8,3,-7,11,0.7,1.7,-5,0.1
COc1ccc(-c2cc(C(F)(F)F)nc(SCCC(=O)N3CCN4CCCC4C3)n2)cc1 (stereo not drawn),-22,-11,8,12,-31,0.2,-1.1,-4,0.2
Cc1ccc2nc3sc(C(=O)N4CCOCC4)c(N)c3cc2c1,-5,6,1,x,-32,0.4,0.2,-20,-1.9
O=C(COC(=O)/C=C/c1ccc(Cl)cc1)Nc1ccccc1,-39,-2,7,25,0,1.2,1.0,-2,2.0
CCN(CC)S(=O)(=O)c1ccc2nnn(OCC(=O)Nc3cccc(C#N)c3)c2c1,-7,18,0,33,2,-0.1,2.7,6,0.2
Cc1cc(C)n(CCNC(=O)c2cc(COc3c(F)cccc3F)on2)n1,-61,-7,4,3,8,-0.5,-2.5,-11,1.1
CCN(CC)C(=O)COc1ccc(/C(C)=N/NC(=O)c2ccccc2O)cc1,5,-1,1,4,10,-0.3,1.4,-9,1.0
O=C1CSC(c2cn(-c3ccccc3)nc2-c2cc3ccccc3oc2=O)N1Cc1cccnc1 (stereo not drawn),13,7,2,-28,-14,-0.3,-0.9,-12,0.9
CCn1c2ccccc2n2c(=O)c(=O)n(CC(=O)Nc3ccc(C(C)C)cc3)nc12,-51,1,1,87*,-34,0.5,-1.2,-10,1.9
O=C1CCCN1CC1CCCN(Cc2nc(COc3ccccc3)no2)C1 (stereo not drawn),-25,1,4,-8,15,0.5,-1.4,-25,1.4
Cc1cccc2sc(NNC(=O)C3COc4ccccc4O3)nc12 (stereo not drawn),-22,-4,0,0,-28,0.1,-1.6,3,0.8
CCOC(=O)c1ccc(NC(=S)N2CCC(C(N)=O)CC2)cc1,0,14,6,30,-2,1.1,-0.6,-3,1.2
CCC1CCc2c(sc(NC(=O)c3ccoc3C)c2C(N)=O)C1 (stereo not drawn),2,10,0,102*,-22,-0.1,-0.7,5,0.1
CCOC(=O)c1c(-c2ccccc2)nc2cc(C)ccn12,49,-3,-1,54,23,-1.0,-1.9,3,0.3
O=[N+]([O-])c1ccc(O)c(/C=N/NC(=S)Nc2ccc(Cl)cc2Cl)c1,-57,1,x,18,32,-0.6,-1.3,-11,0.8
COc1ccc(C(=O)Nc2cccc(/C=C(\CCC(=O)O)c3nc4ccccc4s3)c2)cc1,-38,-18,x,83*,13,0.2,3.0,3,-0.6
